# Source: PubChem
# BoNT-A LC inh2: BoNT A light chain protease inhibition; inhibition, % at 10 µM; multiplex microsphere protease substrate cleavage, flow cytometry; hit rate 0.17% among 360,000; AID 588499; further: plate controls were buffer without enzyme for full effect and enzyme alone for no effect
# DUSP3 inh: DUSP3 (human) phosphatase inhibition; P51452; AID 1654; hit rate 0.52% among 290,000; recombinant VHR phosphatase, pNPP absorbance; inhibition, % at 13.3 µM; in the data active means inhibition above about 50%; further: some compounds called inactive have numbers as strong as hits
# Target sequence (P51452 whole entry, looked up): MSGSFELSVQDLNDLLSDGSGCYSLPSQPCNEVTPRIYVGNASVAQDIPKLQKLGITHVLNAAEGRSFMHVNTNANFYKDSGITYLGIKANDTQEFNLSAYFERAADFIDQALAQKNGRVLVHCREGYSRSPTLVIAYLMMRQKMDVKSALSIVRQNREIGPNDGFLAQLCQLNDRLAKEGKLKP
# PriA SSB inh: blocks PriA binding to SSB C-terminal tail. inhibition, % at 33 µM. hit rate 0.6% among 430,000. AlphaScreen SSBct-PriA binding, biotinylated peptide; in the data active means inhibition mostly above about 37%, no sharp cut-off; inactive means mostly below about 20%;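 further: plate controls were negative control peptide for no effect and reference peptide for full effect; strong numbers were not always called active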
# Anthrax LF inh2: anthrax lethal factor protease inhibition. P15917. hit rate 0.12% among 360,000. inhibition, % at 10 µM. multiplex microsphere protease cleavage assay, LF. AID 588501; further: plate controls were buffer without enzyme for full effect and enzyme alone for no effect
# 3CLpro inhibitor: SARS-CoV 3CLpro protease inhibition | inhibition, % at 6 µM | hit rate 0.14% among 290,000 | P0C6X7 | recombinant SARS-CoV 3CLpro, quenched FRET peptide cleavage; in the data active means inhibition above about 12%
# BoNT-F LC inh: blocks Botulinum neurotoxin F light chain protease; Multiplex microsphere protease cleavage assay, flow cytometry; inhibition, % at 10 µM; hit rate 0.22% among 360,000; in the data active means inhibition above about 35%, passing the limit was not always enough; inconclusive means no clear call, values can overlap the other calls; further: plate controls were buffer without enzyme for full effect and enzyme alone for no effect
# PrPC surface inh: cell surface PrPC inhibition, primary TR-FRET screen | hit rate 0.43% among 370,000 | TR-FRET read-out | AID 720596 | inhibition, % at 13.8 µM | P04156; in the data active means inhibition above about 24%; further: 0% = median of the test wells and 100% = reference compound wells
# Rv3671c protease: inhibitors of M. tuberculosis serine protease Rv3671c; P9WHR9; inhibition, % at 5.96 µM; hit rate 0.048% among 320,000; AID 2606; in the data active means inhibition above about 38%;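 further: extracellular domain of Rv3671c used as enzyme; 0% = enzyme with DMSO and 100% = no enzyme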
# Target sequence (P9WHR9 whole entry, looked up, the tested form may be a part): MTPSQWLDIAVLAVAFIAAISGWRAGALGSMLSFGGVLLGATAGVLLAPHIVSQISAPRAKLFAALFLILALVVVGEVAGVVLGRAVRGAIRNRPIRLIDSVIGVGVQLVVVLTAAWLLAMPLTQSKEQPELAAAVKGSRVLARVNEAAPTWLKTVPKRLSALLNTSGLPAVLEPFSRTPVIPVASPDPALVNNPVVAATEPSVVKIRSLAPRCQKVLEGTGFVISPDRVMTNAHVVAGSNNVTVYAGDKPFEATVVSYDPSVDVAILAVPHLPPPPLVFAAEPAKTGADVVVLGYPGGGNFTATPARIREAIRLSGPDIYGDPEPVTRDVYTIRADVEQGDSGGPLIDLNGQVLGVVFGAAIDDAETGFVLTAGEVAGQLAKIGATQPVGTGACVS
# MazEF act: activators of E. coli MazEF toxin-antitoxin RNase | P0AE70 | FAM/BHQ RNA-DNA oligo cleavage fluorescence, 5 h | activation, % at 20 µM | hit rate 0.32% among 350,000 | AID 504720; in the data active means activation above about 50%
# Target sequence (P0AE70 whole entry, looked up): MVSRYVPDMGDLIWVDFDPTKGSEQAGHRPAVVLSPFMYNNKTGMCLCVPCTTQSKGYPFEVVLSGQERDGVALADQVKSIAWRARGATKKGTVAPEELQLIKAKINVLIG
# CCHFV vOTU inh: blocks the CCHF virus ovarian tumor domain protease; CCHFV vOTU protease, Pep-AMC fluorescence; inhibition, % at 11.5 µM; hit rate 0.55% among 370,000; in the data active means inhibition above about 30%; further: 0% = vehicle wells with enzyme and 100% = no enzyme wells
# * hit, by the source's call; i = inactive; ? = inconclusive; · = no result given. Unless noted, no stated cut-off is given here; in the data, active means inhibition above about 30%; inconclusive means no clear call, values can overlap the other calls; inactive means below that. This is a subset (hit frequency here may not be typical).
# Results follow in this order: BoNT-A LC inh2	DUSP3 inh	PriA SSB inh	Anthrax LF inh2	3CLpro inhibitor	BoNT-F LC inh	PrPC surface inh	Rv3671c protease	MazEF act	CCHFV vOTU inh
COc1cc(S(=O)(=O)Nc2ccccn2)ccc1F
  0.2	0	0	1	4	-3	-2	0	-4	-19
C[C@H](NC(=O)c1[nH]cnc1C(=O)Nc1ccon1)c1ccccc1
  -0.7	·	-6	-5	·	-8	9	5	5	-8
O=C1CC(c2ccccc2)CN1C(=O)c1cccnc1 (centres undefined)
  0.1	17	7	-3	1	1	7	6	6	-10
CCOc1ccc(NC(=O)CC2SC(N)=NC2=O)c([N+](=O)[O-])c1 (centres undefined)
  -0.2	19	·	-5	-2	-2	-7	1	2	-13
O=C(Nc1ccccc1)c1ccc(S(=O)(=O)N2CCCC2)cc1
  0.3	10	4	0	-5	-4	0	-4	0	-3
Cc1nnc(NC(=O)c2cc(S(=O)(=O)N(C)C)ccc2N2CCCC2)s1
  0.7	·	-10	-4	·	-1	25*	-1	5	-1
COc1cccc(CNC(=O)C2CCN(S(=O)(=O)N3CC(C)CC(C)C3)CC2)c1 (centres undefined)
  0.3	8	-16	2	0	-3	4	-1	0	0
C=CCn1c(Cc2cccs2)nnc1SCC(=O)c1ccc2ccccc2c1
  ?	19	0	-1	3	0	0	-7	1	4
O=C1CC(c2ccccc2)Oc2ccccc21 (centres undefined)
  0.9	·	-32	4	·	7	-3	·	-13	0
CN=C(Nc1ccc(C)c(C)c1)SC1CC(=O)N(c2ccc(OC)cc2)C1=O (centres undefined)
  0.2	7	11	-1	7	-1	2	-5	0	-5
Cc1ccc(S(=O)(=O)CCC(=O)OCC(=O)N2c3ccccc3NC(=O)C2(C)C)cc1
  -0.9	·	-9	-2	·	-3	-8	0	-1	14
CCN(CC)c1c(-c2ccccc2)c2cc(C)ccc2[nH]c1=O
  -0.3	1	-7	-7	3	-5	1	7	-30	-5
CC1(C(=O)O)CCN1C(=O)c1cccc(C(F)(F)F)c1 (centres undefined)
  -0.6	·	·	0	·	-11	-3	·	·	8
COc1ccc(NC(=O)C[C@H]2C(=O)N(C3CCCCC3)C[C@@H]2c2ccccc2)cc1
  -0.2	·	·	-1	·	0	0	·	1	2
O=C(c1ccco1)c1n[nH]nc1-c1ccccc1
  -0.1	24	-7	5	3	-2	2	-3	-1	26
O=S(=O)(c1ccc2c(c1)OCO2)N1CCN(c2nnnn2-c2ccccc2)CC1
  -0.1	-11	-13	-3	-7	-4	1	4	23	-5
NNC(=O)c1ccc(Cn2cc(Br)cn2)cc1
  0.4	-14	-9	-1	1	2	3	-18	0	-7
O=c1nc2ccccc2c2n1CC(CN1CCN(C(c3ccccc3)c3ccccc3)CC1)N2 (centres undefined)
  -0.6	31	0	3	1	-2	5	-10	-10	-5
Cc1ccc(C(=O)NCC2CCCN2S(=O)(=O)c2ccc(C)cc2)cc1 (centres undefined)
  1.6	·	-6	4	·	13	10	1	0	-2
FC(F)(F)c1ccccc1/C=N/Nc1ccccn1
  -0.2	36	·	1	5	-2	0	0	0	4
C=CCNS(=O)(=O)c1cccc2cc(C(=O)O)c(O)cc12
  0.1	35	-9	-2	2	-5	-4	9	-2	-14
CC12CN3CN(C1)CC(c1ccccc1)(C3)C2=O
  -0.8	13	6	0	-4	-8	2	2	12	10
CC(C)=CCSc1nnc([C@@H](NC(=O)OC(C)(C)C)C(C)C)o1
  ?	22	-11	-2	1	0	5	-3	-4	4
CCN(C(=O)CSc1cc(C)c2ccc(OC)cc2n1)C1CCS(=O)(=O)C1 (centres undefined)
  -0.9	23	0	0	4	-4	4	0	-19	2
CCN(C(=O)COC(=O)c1[nH]c(=O)[nH]c(=O)c1N)c1ccccc1
  -1.8	24	4	-7	3	-9	-4	-6	7	-11
S=C(NCCCCNC(=S)NCc1ccccc1)NCc1ccccc1
  0.8	5	-14	2	0	12	-1	-6	5	-7
Cc1c(Cl)cccc1NC(=O)Nc1c(C)n(C)n(-c2ccccc2)c1=O
  -0.3	34	-24	0	-3	-9	-3	-4	3	-2
CC(C1CCN(Cc2cn(C)nc2-c2cccc(Cl)c2)CC1)N1CCOCC1 (centres undefined)
  0.0	9	-5	-2	3	0	-5	-1	-6	-6
Cc1occc1C(=O)N1CCN(Cc2ccccc2)CC1
  -0.3	24	-1	1	-2	2	-2	5	5	-4
Cc1ccc(N2C(=O)C(CN3CCCC3)C2c2ccccc2)cc1 (centres undefined)
  -0.1	21	-1	-7	2	6	1	2	2	5

# A stretch taken from the entries so far, for reference:
# Results follow in this order: BoNT-A LC inh2	DUSP3 inh	PriA SSB inh	Anthrax LF inh2	3CLpro inhibitor	BoNT-F LC inh	PrPC surface inh	Rv3671c protease	MazEF act	CCHFV vOTU inh
CC(C)=CCSc1nnc([C@@H](NC(=O)OC(C)(C)C)C(C)C)o1
  ?	22	-11	-2	1	0	5	-3	-4	4
CCN(C(=O)CSc1cc(C)c2ccc(OC)cc2n1)C1CCS(=O)(=O)C1 (centres undefined)
  -0.9	23	0	0	4	-4	4	0	-19	2
CCN(C(=O)COC(=O)c1[nH]c(=O)[nH]c(=O)c1N)c1ccccc1
  -1.8	24	4	-7	3	-9	-4	-6	7	-11
S=C(NCCCCNC(=S)NCc1ccccc1)NCc1ccccc1
  0.8	5	-14	2	0	12	-1	-6	5	-7

# Other results follow.
# Results follow in this order: BoNT-A LC inh2	DUSP3 inh	PriA SSB inh	Anthrax LF inh2	3CLpro inhibitor	BoNT-F LC inh	PrPC surface inh	Rv3671c protease	MazEF act	CCHFV vOTU inh
COC(=O)c1ccc(NC(=O)Cn2c(-c3nonc3N)nc3ccccc32)cc1
  0.1	-3	-6	0	6	2	-3	-11	-8	-7
COC(=O)Cc1cc(=O)n2[nH]c(C)cc2n1
  -0.4	26	-6	0	-1	-3	1	4	-4	5
CC(C)NC(=O)CCCc1c[nH]c2ccccc12
  0.1	11	4	-8	0	-2	-4	3	5	5
CCOC(=O)c1nnn(-c2nc(OC)nc(N3CCCC3)n2)c1-c1ccccc1
  -0.9	3	2	-1	-3	22	3	2	8	-1
O=C(COc1ccc(Cl)cc1Cl)c1ccc[nH]1
  1.2	20	-15	3	3	-1	-2	2	5	5
C[C@]12CC[C@@H](O)C[C@@H]1CC[C@@H]1[C@@H]2CC[C@]2(C)C(=O)[C@H](O)C[C@@H]12
  0.5	·	·	1	·	-3	·	·	-4	·
CCOC(=O)N1CCC(N2C(=O)c3ccccc3C2Nc2cc(C(=O)OC)cc(C(=O)OC)c2)CC1 (centres undefined)
  0.1	12	2	-1	-5	3	18	-5	11	1
O=C(Nc1ccccn1)c1cc2ccccc2cc1O
  1.8	17	-5	0	5	5	·	2	5	·
Cc1cc2nn(-c3ccc(Cl)cc3)nc2cc1N
  3.6	6	-12	8	4	-5	4	-10	0	-20
CN(C(=O)c1cccc(NC(=O)Cc2ccc(NC(=O)C3CCCN(C(=O)C4CCCC4)C3)cc2)c1)C1CC1 (centres undefined)
  0.3	·	-9	-7	·	0	-9	·	-1	-4
CCCCNc1ccc2c3c(cccc13)C(=O)N(CCCC)C2=O
  13	-14	-43	6	-31	?	-2	·	i	2
CC(=O)Nc1ccc(C(=O)N(C)C(C(=O)Nc2ccccc2)c2ccccn2)cc1 (centres undefined)
  -0.4	-1	-9	-2	-4	0	-3	5	-1	4
Cc1cc(C(=O)NNC(=O)c2ccc(Cl)cc2)c2ccccc2n1
  0.0	·	-18	-6	·	-3	3	3	2	-1
Cc1cccc(N2C(=O)c3ccccc3C2=O)n1
  -2.3	-12	-6	-5	6	2	-5	-7	13	18
O=C(NC1CC1)c1cccc(NC(=O)C2CCCC2)c1
  0.2	·	-5	-4	·	1	-6	·	5	4
CC(C)Cc1oc(C(=O)O)cc1CN1CCOCC1
  0.0	7	-16	-3	-1	-6	-6	9	-4	4
Cn1c(CNC(=O)CNS(=O)(=O)c2ccc(Cl)cc2)cc(=O)n(C)c1=O
  0.1	45	-3	-1	-5	0	5	-7	1	-9
O=C(NCc1cccc(C(F)(F)F)c1)c1cccc2c1C(=O)c1ccc(N3CCC(Cc4ccccc4)CC3)cc1S2(=O)=O
  18	·	-18	29	·	34	·	-24	-692	·
Cc1cc(NC(=O)CS(=O)(=O)c2cn(C)c3ccccc23)no1
  0.1	41	-6	8	-2	-1	-8	-4	5	14
CCCn1c(NC(=O)C2COc3ccccc3O2)nc2ccccc21 (centres undefined)
  0.0	0	-14	-2	4	-1	0	-5	2	-12
CC1(C)Cc2c(C#N)c(SCCC#N)nc(N3CCOCC3)c2CS1
  0.4	12	-6	2	0	1	-1	0	-3	0
O=C(CSc1nc2scc(-c3ccco3)c2c(=O)n1-c1ccccc1)NCC1CCCO1 (centres undefined)
  1.2	10	-12	-6	-1	7	-11	-10	-3	2
Cc1[nH]c(-c2ccc(F)cc2)cc1C(=O)N1CCN(c2cccc(Cl)c2)CC1
  -0.1	-15	-2	-10	5	-10	-13	·	-2	-7
CN1CCN(CCCNC(=O)CCC(=O)N2CCOc3ccccc32)CC1
  -0.5	37	-12	-7	0	-9	-3	4	0	0
OC(CN1CCCCC1)Cn1c2ccccc2c2cc(Br)ccc21 (centres undefined)
  -3.2	15	8	6	-5	16	-4	-11	7	6
CN(C)S(=O)(=O)c1ccc(Cl)c(C(=O)Nc2ccccc2[N+](=O)[O-])c1
  0.7	-4	14	0	-1	3	-12	-7	8	-9
COc1ccccc1C(CNC(=O)COc1ccccc1C)N1CCCC1 (centres undefined)
  4.5	·	20	-4	·	17	0	7	-4	1
COC(=O)c1ccc(C(=O)OC)c(NC(=S)N2CCOCC2)c1
  -0.4	-3	-11	-4	-1	-1	0	-14	5	-57
CCOC(=O)C1=C(C)N=C2c3ccccc3C(=O)C2C1c1ccc(Br)cc1 (centres undefined)
  ·	-6	·	·	-1	·	-1	6	·	4
COC(=O)c1cccc(CSc2nc(-c3ccccc3)c(C#N)c(=O)[nH]2)c1
  1.3	-28	3	2	6	-25	22	-10	1	27

# Later entries
# Results follow in this order: BoNT-A LC inh2	DUSP3 inh	PriA SSB inh	Anthrax LF inh2	3CLpro inhibitor	BoNT-F LC inh	PrPC surface inh	Rv3671c protease	MazEF act	CCHFV vOTU inh
Cc1oc(-c2ccccc2Cl)nc1CSCC(=O)NC1CC1
  -0.4	25	0	-6	4	-11	-1	0	13	-5
COc1ccc(CCN2CC(C(=O)NCCc3cn[nH]c3)CCC2=O)cc1 (centres undefined)
  10	-6	9	6	3	11	2	-9	-2	11
Cc1cc(Nc2ccc(F)cc2F)n2ncnc2n1
  0.2	15	-12	-1	1	0	2	7	0	2
CCC(O)(CC)C(=O)NN(C(=O)CCl)c1ccccc1
  0.3	-7	-10	-1	-2	0	1	-1	15	-8
CC(=O)Nc1cccc(C(=O)Nc2ccccc2N2CCOCC2)c1
  0.6	6	-15	4	4	5	0	0	1	4
CCN(CC)S(=O)(=O)c1ccc(N2CC(C(=O)N3CCOCC3)CC2=O)cc1 (centres undefined)
  0.1	·	-12	-4	·	-6	-1	-8	2	5
COc1ccc(NC(=O)C2CC(c3ccc(Cl)cc3)=NO2)cc1OC (centres undefined)
  1.2	-7	0	6	4	-18	10	0	-2	-4
COc1cc(C(=O)NCCOc2cccc3cccnc23)cc(OC)c1OC
  0.6	4	-2	-5	4	4	-6	-2	-5	7
O=C1/C(=C\c2ccc3c(c2)OCO3)CCC/C1=C/c1ccc2c(c1)OCO2
  1.2	15	-7	4	3	-15	-3	-9	-3	10
O=C(N/C(=C\c1ccccc1Cl)C(=O)N1CCOCC1)c1ccc([N+](=O)[O-])cc1
  -0.9	4	-3	-3	8	0	-21	-9	-5	-1
NCCCCCC(=O)OC1N=C(c2ccccc2Cl)c2cc(Br)ccc2NC1=O (centres undefined)
  -1.0	8	·	-5	0	-1	5	0	11	2
Cn1cc(C(C[N+](=O)[O-])c2ccccc2)c2ccccc21 (centres undefined)
  -3.1	6	0	-1	5	-7	17	5	-4	-15
CNc1cncc(-c2ccc(OC)cc2OC)n1
  -0.3	·	·	-3	·	-4	6	·	·	-45
